# Source: PubChem BioAssay (Sanford-Burnham Center for Chemical Genomics)
# UBC13 inh: human UBC13 polyubiquitination inhibition. P61088. 330,000 tested, 0.47% active. inhibition, % at 20 µM. UBC13 polyubiquitin chain formation, TR-FRET; in the data active means inhibition above about 45%, passing the limit was not always enough
# Target sequence (P61088 whole entry, looked up): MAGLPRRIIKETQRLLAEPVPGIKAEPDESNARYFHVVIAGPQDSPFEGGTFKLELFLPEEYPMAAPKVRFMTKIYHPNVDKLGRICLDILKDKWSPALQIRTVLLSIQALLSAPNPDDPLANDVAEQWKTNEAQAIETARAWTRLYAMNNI
# MIN6 prolif: inducers of beta-cell replication in MIN6 cells; AID 2380; 330,000 tested, 0.29% active; proliferation, % at 10 µM; MIN6 cells proliferation, ATPlite luminescence, 48 h; cells starved in 0.2% serum; 100% = growth in 10% serum;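 active means compounds whose signal lies at least 3.5 SD above the mean of all wells on their plate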;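 further: 0% = DMSO-treated cells in low-serum medium and 100% = 10% serum control; some compounds called inactive have numbers as strong as hits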
# SENP8 block-1: SENP8 (human) protease inhibition; Q96LD8; recombinant SENP8, Nedd8 substrate fluorescence; inhibition, % at 20 µM; 360,000 tested, 0.64% active; AID 602440; in the data active means inhibition mostly above about 40%, no sharp cut-off; inactive means mostly below about 27%
# Target sequence (Q96LD8 whole entry, looked up): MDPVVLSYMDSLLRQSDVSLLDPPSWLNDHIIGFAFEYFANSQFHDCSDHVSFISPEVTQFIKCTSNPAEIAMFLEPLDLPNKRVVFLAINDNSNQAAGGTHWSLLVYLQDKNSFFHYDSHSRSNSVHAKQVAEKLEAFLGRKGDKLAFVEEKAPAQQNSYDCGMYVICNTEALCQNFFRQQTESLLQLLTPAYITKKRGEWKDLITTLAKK
# SENP6 inh: blocks the human protease SENP6. Q9GZR1. Recombinant SENP6 catalytic domain, aminoluciferin luminescence. AID 2599. 330,000 tested, 1.8% active. inhibition, % at 10 µM;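 active means inhibition above about 50% at the single tested dose, limit read from the data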;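 further: plate controls were DMSO wells with enzyme for no effect and DMSO wells lacking enzyme for full effect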
# Target sequence (Q9GZR1 628-1112 limits assumed): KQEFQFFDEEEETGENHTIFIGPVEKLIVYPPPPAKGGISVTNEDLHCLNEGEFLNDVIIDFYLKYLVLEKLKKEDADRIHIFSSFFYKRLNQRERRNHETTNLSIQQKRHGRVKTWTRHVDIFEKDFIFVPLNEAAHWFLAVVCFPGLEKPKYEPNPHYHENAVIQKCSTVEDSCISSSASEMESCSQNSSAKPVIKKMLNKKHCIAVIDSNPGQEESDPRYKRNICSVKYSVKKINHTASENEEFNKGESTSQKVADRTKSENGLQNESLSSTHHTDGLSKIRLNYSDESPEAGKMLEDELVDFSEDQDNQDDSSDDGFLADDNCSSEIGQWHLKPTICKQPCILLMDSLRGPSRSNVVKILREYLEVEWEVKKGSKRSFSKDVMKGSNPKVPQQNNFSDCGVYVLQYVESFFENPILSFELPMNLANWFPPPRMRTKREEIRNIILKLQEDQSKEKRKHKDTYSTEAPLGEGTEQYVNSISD
# PfG6PD inh: PfG6PD (Plasmodium falciparum) enzyme inhibition. PfGluPho enzyme, NADPH resazurin-diaphorase fluorescence. inhibition, % at 20 µM. 350,000 tested, 0.78% active. AID 504690;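 active means inhibition reaching at least a set limit at 20 µM in the primary screen, cut at about 59% in these data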;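 further: 0% = DMSO wells with substrate and 100% = DMSO wells lacking glucose-6-phosphate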
# SENP7 inh: blocks the human protease SENP7; AID 434973; inhibition, % at 5 µM; recombinant SENP7, Z-RLRGG-aminoluciferin luminescence, 40 min; Q9BQF6; 330,000 tested, 1.5% active;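 active means inhibition above about 50% at the single test dose, limit read from the data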;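 further: plate controls were DMSO with enzyme for no effect and no enzyme buffer wells for full effect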
# HKDC1 inh: inhibitors of human hexokinase HKDC1; Q2TB90; recombinant HKDC1, G6PDH/diaphorase resazurin coupled fluorescence; inhibition, % at 20 µM; 340,000 tested, 0.16% active;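 active means inhibition above about 35% when tested at 20 µM, limit read from the data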;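 further: plate controls were DMSO wells with enzyme for no effect and DMSO wells lacking enzyme for full effect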
#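 Assay system – recombinant HKDC1 (HK5) hexokinase enzyme, produced in-house · Input – HKDC1 at 5 µg/mL · Reagent – glucose plus 1 mM ATP as hexokinase substrates · Timing – 90 min reaction incubation at room temperature, dark · Measured by – G6PDH/diaphorase-coupled fluorescence, 1 mM NADP, 100 µM resazurin, 525/613 nm · Benchmarks – DMSO-enzyme wells negative, buffer-substituted wells positive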
# SENP1 FRET inh: blocks the human SENP1 SUMO protease catalytic domain | recombinant SENP1 catalytic domain, CyPet-SUMO1-YPet FRET cleavage | inhibition, % at 10 µM | 360,000 tested, 0.21% active | AID 624204;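 active means inhibition at least 30% at 10 µM, raw YFP signal under a set limit, fluorescence ratio 0.5 to 1.5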;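 further: 0% = enzyme with DMSO and 100% = no enzyme wells; some results filed as inactive read as strong as hits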
#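 Test system: recombinant human SENP1 catalytic domain, His6-tagged / Medium: pH 8 Tris buffer with EDTA, NaCl, BME, BSA, NP40, catalase / Also added: SUMO1 FRET substrate flanked by Cypet and Ypet, 25 nM / Times: 50 min reaction at room temperature / Signal: FRET, CFP and YFP emission / Control set: no-enzyme low control and enzyme-plus-DMSO high control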
# SENP8 block-2: inhibitors of human SENP8 protease; Q96LD8; purified SENP8, Z-RLRGG-aminoluciferin cleavage, luminescence; inhibition, % at 10 µM; 330,000 tested, 1.2% active; AID 2540; in the data active means inhibition above about 50%
# * marks the source's active call; other numbers are inactive results; . = no result given.
SMILES,UBC13 inh,MIN6 prolif,SENP8 block-1,SENP6 inh,PfG6PD inh,SENP7 inh,HKDC1 inh,SENP1 FRET inh,SENP8 block-2
Cc1cc(=O)n(-c2ccccc2)n1C,-2.6,-4.2,10.1,2.9,5.3,-10.9,0.7,0.1,-9.5
Cc1cc(C)nc(N(C#N)CC(=O)N(c2ccccc2)C(C)C)n1,4.8,-2.1,9.1,5.9,-11.3,-7.3,-1.0,-1.3,-3.2
COCCCn1c(=NC(=O)c2ccccc2)c(C#N)cc2c(=O)n3cccc(C)c3nc21,-20.9,-6.3,-433.6,-14.4,-1.0,4.0,-5.3,-34.0,4.0
CCCC(=O)Nc1c(-c2cccc(OC)c2)c(=O)c2ccccc2n1C,0.7,0.9,-33.8,-21.4,-1.1,4.1,-1.9,-0.2,-1.8
Cc1cc(C)n2c(SC/C(O)=C(\C#N)c3nc4ccccc4[nH]3)nnc2n1,-15.1,0.1,-46.2,-5.8,-9.2,7.4,10.3,-71.9,3.0
O=C(NCc1ccccn1)c1cc2n(n1)C(C(F)(F)F)CC(c1ccco1)N2 (stereo not drawn),-8.6,-3.9,-9.4,-23.9,-2.0,-10.2,-3.0,-9.1,-3.8
CC1CCCN(CCOCCOc2ccc(Cl)cc2Br)C1 (stereo not drawn),7.6,-5.0,20.8,-13.4,-5.1,-6.6,5.1,-0.3,-18.4
COc1ccc(OC)c(C2=Nn3c(nnc3-c3ccco3)SC2)c1,7.0,2.5,-0.6,-11.8,2.2,-0.9,0.1,3.2,5.7
COc1ccc(/C=C/C(=O)c2ccc(O)cc2)cc1,-1.6,-4.0,35.0,90.8*,-2.4,73.9*,-0.2,2.3,90.4*
CCN1CN=C(NS(=O)(=O)c2ccc(C)cc2)NC1,0.1,2.1,2.8,-9.1,-4.1,1.3,-11.2,2.5,-0.8
CCOCC(=O)Nc1ccc(C)c(Cl)c1,0.1,0.1,14.1,-10.1,-1.7,11.4,-4.1,-0.6,-10.6
Cc1ccccc1NC(=O)CC1C(=O)NCCN1C(=O)c1cccc(Cl)c1 (stereo not drawn),-0.9,-1.4,1.2,-9.4,1.5,1.7,4.9,-0.4,-7.0
c1ccc2c(c1)Nc1cc3ccccc3cc1O2,.,.,-466.2,.,17.9,.,5.6,-14.6,.
CCOC(=O)c1csc(NC(=O)Nc2cccc(Cl)c2)n1,3.3,0.0,8.2,8.5,-10.8,7.4,-10.4,-0.4,-1.1
CC(CN1CCCCC1)C(=O)NN (stereo not drawn),-12.8,3.6,7.8,-24.4,6.1,-4.0,-8.4,-0.9,-6.3
CCNC(=O)/C(C#N)=C/c1c(N2CCCCCC2)nc2c(C)cccn2c1=O,7.7,-3.0,-280.3,1.2,1.1,1.0,-7.3,-124.7,1.2
Cc1ccc(NC(=O)/C(C#N)=C/c2ccsc2)c(C)c1,-24.2,0.0,-0.4,-7.4,-2.3,-1.1,-1.6,2.9,-11.0
N#Cc1ccc(NC(=O)COc2ccc(-n3cnnn3)cc2)cc1,15.0,-0.7,7.0,-12.9,-7.2,-3.6,-2.4,1.4,0.1
CCOc1ccccc1CNS(=O)(=O)c1cnc[nH]1,-1.8,6.9,2.4,-1.5,2.0,8.8,1.1,5.1,0.2
CCOc1ccc(N=Cc2c(O)c3ccccc3oc2=O)cc1,2.4,-2.5,-20.2,91.4*,-0.6,93.2*,0.8,-19.1,82.9*
COCC(=O)N1CCC(Oc2ccc(C(=O)NCCCC3CCCC3)cc2)CC1,0.5,-3.3,2.5,0.0,-0.8,1.0,6.1,1.1,-2.2
Cc1ccc(NC2=C(CC(=O)O)C(c3ccccc3)N(c3ccc(C)cc3)C2=O)cc1 (stereo not drawn),11.0,-3.2,6.8,-9.2,-14.6,5.2,11.3,-0.3,-0.6
O=C(COC(=O)/C=C/c1ccc(S(=O)(=O)N2CCOCC2)cc1)NCc1ccc(F)cc1,-10.0,-3.7,3.1,-23.3,6.4,7.2,1.4,1.9,1.5
Cc1ccc(CN2CCN(C(=O)CC(C)C)CC2)cc1,-9.6,0.5,7.0,-6.1,-9.3,-10.2,-7.2,1.6,-12.6
COc1ccccc1C(=O)NC(CCSC)C(=O)NNC(=O)c1ccncc1 (stereo not drawn),0.4,-1.6,10.3,5.8,-0.6,7.0,-3.5,1.3,-3.8
# Further records follow:
SMILES,UBC13 inh,MIN6 prolif,SENP8 block-1,SENP6 inh,PfG6PD inh,SENP7 inh,HKDC1 inh,SENP1 FRET inh,SENP8 block-2
CSc1nc(N)c(C(=O)Nc2ccc([N+](=O)[O-])cc2)s1,1.7,-3.5,18.3,4.5,2.4,-1.3,-4.4,0.9,0.9
COC(=O)c1ccc2nccnc2c1,-8.6,-0.4,14.8,-7.9,6.6,0.5,-2.1,-2.1,-3.1
CC(NC(=O)C12CC3CC(CC(C3)C1)C2)C(=O)NCCN(C)C (stereo not drawn),0.7,-0.2,15.7,-10.2,-31.1,4.8,2.5,-0.1,0.2
CCCCOc1ccc(C(C)NC(=O)C2CCCN(S(=O)(=O)CC)C2)cc1 (stereo not drawn),-4.5,-3.8,8.0,4.9,-15.3,-2.3,4.3,2.6,-7.6
Cc1ccc(NC(=S)Nc2ccc(F)cc2)cc1,2.5,-2.6,-12.8,6.7,9.9,8.4,-5.1,3.9,-4.5
CC(=O)Nc1ccc(N/C=C/C(=O)c2ccc(C)cc2)cc1,0.3,-4.8,-103.4,5.1,-21.4,-5.3,-6.7,-25.1,-7.6
Cc1ccc(-c2nc(CS(=O)CC(=O)NC3CCCC3)c(C)o2)cc1 (stereo not drawn),-2.5,2.2,11.3,-10.0,-2.1,-13.1,-1.6,1.7,-7.4
CCOC(=O)C1=C2SCCN2C(=O)C(C#N)C1(C)C (stereo not drawn),8.9,-0.6,12.6,2.4,22.3,4.0,2.8,1.0,1.3
COc1ccc(N2CCN(C(c3ccc4ncccc4c3)c3nnnn3C(C)(C)C)CC2)cc1 (stereo not drawn),3.2,-1.9,14.6,-15.5,8.1,-9.7,-3.5,1.1,-1.4
O=C(CSc1c2c(nc3ccc(Cl)cc13)CCCC2)NCCCN1CCOCC1,2.2,-1.6,14.7,13.2,-0.5,0.1,-3.2,1.5,0.2
CCc1c(C)nc2ccc(Br)cc2c1Cl,17.6,0.0,9.6,0.1,-13.8,10.0,-3.2,-0.6,-3.0
C(=N\Nc1nc(N2CCCC2)nc(N2CCCC2)n1)/c1ccccc1OCc1ccccc1,-2.9,-3.5,8.8,-3.2,-7.2,2.3,0.2,-1.2,-1.5
Cn1cccc1C(=O)OCc1csc(-c2ccccc2)n1,3.1,-3.5,-7.9,88.1*,11.4,99.7*,2.5,-4.1,94.1*
COc1ccc(S(=O)(=O)N2CCC(C(=O)N3CCc4ccccc4C3)CC2)cc1,5.8,0.5,12.3,-0.2,-8.5,-1.9,4.4,2.6,-1.4
O=C1/C(=C\c2ccc(Br)o2)SC(=Nc2ccccc2)N1c1ccccc1,-14.5,-3.1,28.6,2.2,5.8,4.4,3.3,3.6,4.0
Cc1cc(S(=O)(=O)NCC(=O)O)ccc1F,6.8,-0.7,3.0,-4.1,-0.8,1.6,0.1,0.5,1.2
Cc1cc2ccccc2c(=O)[nH]1,4.4,-1.4,-62.0,-1.6,-2.2,-1.3,-7.4,2.0,1.1
O=C(O)C1C2CCCCC2=C2CCCCC2C1C(=O)c1ccccc1 (stereo not drawn),-7.5,-2.8,20.4,-14.8,20.3,2.1,-1.3,3.7,-3.8
CCCCOc1ccc(OC(=O)Nc2cc(Cl)ccc2OC)cc1,9.3,-4.3,26.4,3.8,-2.0,3.2,2.5,1.4,5.2
Cc1ccc(C2CC(c3ccccc3)=NN2C(=O)CSc2nnc(-c3ccncc3)n2C)o1 (stereo not drawn),-8.0,0.0,3.0,-11.7,-2.3,6.1,-10.2,-0.1,3.2
O=C(C1CCN(C2CCN(Cc3ccsc3)CC2)CC1)N1CCOCC1,3.4,2.9,-0.7,2.6,-4.6,-8.8,-9.4,-2.6,-6.8
CCCCN(C(=S)NC(=O)c1cc(OC)c(OC)c(OC)c1)c1c(N)n(Cc2ccccc2)c(=O)[nH]c1=O,5.8,-1.1,5.5,8.4,-2.3,-2.8,-9.5,-1.6,3.7
COc1cc([N+](=O)[O-])ccc1NC(=O)NNC(=O)CCc1ccccc1,7.8,-4.0,26.2,-0.5,0.3,-0.2,-2.5,2.2,-1.7
O=C(c1cccc(Cl)c1)N1CCCC(C(=O)N2CCCCCC2)C1 (stereo not drawn),5.5,-0.9,17.6,-9.4,-12.8,3.9,-3.0,-0.2,0.3
Cc1ccc(N2CCN(C(=O)N3CCOCC3)CC2)c(C)c1,4.2,-0.1,20.6,1.0,-10.1,0.2,2.2,0.9,10.1

# Part of the list above, set out differently.
# Order of results: UBC13 inh	MIN6 prolif	SENP8 block-1	SENP6 inh	PfG6PD inh	SENP7 inh	HKDC1 inh	SENP1 FRET inh	SENP8 block-2
COc1ccc(N2CCN(C(c3ccc4ncccc4c3)c3nnnn3C(C)(C)C)CC2)cc1 (stereo not drawn)
 : 3.2	-1.9	14.6	-15.5	8.1	-9.7	-3.5	1.1	-1.4
O=C(CSc1c2c(nc3ccc(Cl)cc13)CCCC2)NCCCN1CCOCC1
 : 2.2	-1.6	14.7	13.2	-0.5	0.1	-3.2	1.5	0.2
CCc1c(C)nc2ccc(Br)cc2c1Cl
 : 17.6	0.0	9.6	0.1	-13.8	10.0	-3.2	-0.6	-3.0
C(=N\Nc1nc(N2CCCC2)nc(N2CCCC2)n1)/c1ccccc1OCc1ccccc1
 : -2.9	-3.5	8.8	-3.2	-7.2	2.3	0.2	-1.2	-1.5
Cn1cccc1C(=O)OCc1csc(-c2ccccc2)n1
 : 3.1	-3.5	-7.9	88.1*	11.4	99.7*	2.5	-4.1	94.1*
COc1ccc(S(=O)(=O)N2CCC(C(=O)N3CCc4ccccc4C3)CC2)cc1
 : 5.8	0.5	12.3	-0.2	-8.5	-1.9	4.4	2.6	-1.4
O=C1/C(=C\c2ccc(Br)o2)SC(=Nc2ccccc2)N1c1ccccc1
 : -14.5	-3.1	28.6	2.2	5.8	4.4	3.3	3.6	4.0
Cc1cc(S(=O)(=O)NCC(=O)O)ccc1F
 : 6.8	-0.7	3.0	-4.1	-0.8	1.6	0.1	0.5	1.2
Cc1cc2ccccc2c(=O)[nH]1
 : 4.4	-1.4	-62.0	-1.6	-2.2	-1.3	-7.4	2.0	1.1
O=C(O)C1C2CCCCC2=C2CCCCC2C1C(=O)c1ccccc1 (stereo not drawn)
 : -7.5	-2.8	20.4	-14.8	20.3	2.1	-1.3	3.7	-3.8
CCCCOc1ccc(OC(=O)Nc2cc(Cl)ccc2OC)cc1
 : 9.3	-4.3	26.4	3.8	-2.0	3.2	2.5	1.4	5.2
Cc1ccc(C2CC(c3ccccc3)=NN2C(=O)CSc2nnc(-c3ccncc3)n2C)o1 (stereo not drawn)
 : -8.0	0.0	3.0	-11.7	-2.3	6.1	-10.2	-0.1	3.2
O=C(C1CCN(C2CCN(Cc3ccsc3)CC2)CC1)N1CCOCC1
 : 3.4	2.9	-0.7	2.6	-4.6	-8.8	-9.4	-2.6	-6.8
